Assay outcomes as filed in PubChem BioAssay.
PTHR1 ag – qHTS for PTHR1 Agonists: Primary Screen. Parathyroid hormone/parathyroid hormone-related peptide receptor (Homo sapiens), Q03431. HEK293 GP2 PTHR1 cells, GloSensor cAMP luminescence, 1 h. Potency, µM (series often up to 115 µM), for the others: at the highest dose activation, actives largely listed as activators. 410,000 tested, 0.075% active. AID 743266, 2014; note: nearly all actives have a fitted effect of over 55% in size; some results filed as inactive show a strong effect at the top dose; inactives centre near -15; many of its hits are not listed in these tables
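HEK-293-derived GP2 cells expressing PTHR1 and a GloSensor cAMP reporter, 3,000/well, plated overnight, given luciferin plus IBMX (each 0.5 mM as added) for 1 h at 37 °C, then compound for 1 h at 37 °C. Luminescence was read after 15 min at room temperature.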
EPAC2 agonist – qHTS for Agonist of cAMP-regulated guanine nucleotide exchange factor 4 (EPAC2): primary screen. Rap guanine nucleotide exchange factor 4 (Homo sapiens), Q8WZA2. Potency, µM (top dose mostly 154 µM), for the others: top-dose activation, usual class: activators. EPAC2 activation, biochemical qHTS; response scale: 100% = 6.5 mM cAMP response. 360,000 tested, 0.079% active; note: nearly all actives have a fitted effect of over 50% in size
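Fluorescence exchange assay: 100 nM EPAC2 with 250 nM RAP1B-BODIPY-GDP and 50 uM GDP; compounds tested as a concentration-titration series (qHTS). Loss of Rap1-bound BODIPY-GDP fluorescence read at 480/540 nm; data normalized to 6.5 mM cAMP.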
aSyn yeast inh – qHTS of alpha-syn Inhibitors. Yeast expressing alpha-synuclein, growth rescue, BacTiter-Glo, 24 h. Potency, µM (highest dose often 46.1 µM), for inactives: at the top dose growth rescue (activation), actives largely listed as activators. 370,000 tested, 0.14% active; note: % of control where 0% means no effect; nearly all actives have a fitted effect of over 65% in size
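Rescue of yeast growth: cells expressing toxic alpha-synuclein, induced in galactose at OD600 0.02, incubated with compound 24 h at 30 C. ATP luminescence quantified growth; inhibitors of toxicity appear as activators.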
TDP43 rescue – qHTS of TDP-43 Inhibitors. AID 652104, 2013. TDP-43 expressing yeast growth rescue, BacTiter-Glo, 24 h. 410,000 tested, 1.8% active. Potency, µM (top dose mostly 46.1 µM), inactives show at the top dose growth rescue (activation), most hits filed as activators; note: % of control where 0% means no effect; nearly all actives have a fitted effect of over 50% in size
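Luminescence from BacTiter-Glo reports growth of TDP-43-expressing yeast after 24 hr at 30 deg C with compound. Cells were raffinose-pregrown to mid-log, then seeded in galactose medium at OD600=0.02.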
FUS suppressor – qHTS for Suppressors of FUS Proteinopathy: Primary screen using FUS-linked yeast assay; S. cerevisiae FUS-expressing, growth rescue, OD600, 24 h; Potency, µM (titrated, usually from 76.6 µM), without a hit: top-dose growth rescue (activation), actives largely listed as activators; 390,000 tested, 0.24% active;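 note: plate controls were DMSO vehicle for no effect and reference control for full effect; nearly all actives have a fitted effect of over 55% in size; some results filed as inactive show a strong effect at the top dose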
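Compound concentration series was pinned onto galactose-induced FUS-expressing yeast seeded at OD 0.005. Plates sat 24hr at 30C; absorbance at 600 nm gave growth. DMSO served as background control.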
EPAC1 antagonist – qHTS for Antagonist of cAMP-regulated guanine nucleotide exchange factor 3 (EPAC1): primary screen; Potency, µM (doses to about 115 µM), for the others: at the highest dose activity change, negative = inhibition, most hits filed as inhibitors; AID 720709, 2013; 360,000 tested, 0.14% active; EPAC1 GEF assay, Rap1b-BODIPY-GDP exchange fluorescence; Rap guanine nucleotide exchange factor 3 (Homo sapiens), O95398;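 note: plate controls were vehicle for no effect and positive control for full effect; nearly all actives have a fitted effect of over 50% in size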
Target sequence (O95398 whole entry, looked up): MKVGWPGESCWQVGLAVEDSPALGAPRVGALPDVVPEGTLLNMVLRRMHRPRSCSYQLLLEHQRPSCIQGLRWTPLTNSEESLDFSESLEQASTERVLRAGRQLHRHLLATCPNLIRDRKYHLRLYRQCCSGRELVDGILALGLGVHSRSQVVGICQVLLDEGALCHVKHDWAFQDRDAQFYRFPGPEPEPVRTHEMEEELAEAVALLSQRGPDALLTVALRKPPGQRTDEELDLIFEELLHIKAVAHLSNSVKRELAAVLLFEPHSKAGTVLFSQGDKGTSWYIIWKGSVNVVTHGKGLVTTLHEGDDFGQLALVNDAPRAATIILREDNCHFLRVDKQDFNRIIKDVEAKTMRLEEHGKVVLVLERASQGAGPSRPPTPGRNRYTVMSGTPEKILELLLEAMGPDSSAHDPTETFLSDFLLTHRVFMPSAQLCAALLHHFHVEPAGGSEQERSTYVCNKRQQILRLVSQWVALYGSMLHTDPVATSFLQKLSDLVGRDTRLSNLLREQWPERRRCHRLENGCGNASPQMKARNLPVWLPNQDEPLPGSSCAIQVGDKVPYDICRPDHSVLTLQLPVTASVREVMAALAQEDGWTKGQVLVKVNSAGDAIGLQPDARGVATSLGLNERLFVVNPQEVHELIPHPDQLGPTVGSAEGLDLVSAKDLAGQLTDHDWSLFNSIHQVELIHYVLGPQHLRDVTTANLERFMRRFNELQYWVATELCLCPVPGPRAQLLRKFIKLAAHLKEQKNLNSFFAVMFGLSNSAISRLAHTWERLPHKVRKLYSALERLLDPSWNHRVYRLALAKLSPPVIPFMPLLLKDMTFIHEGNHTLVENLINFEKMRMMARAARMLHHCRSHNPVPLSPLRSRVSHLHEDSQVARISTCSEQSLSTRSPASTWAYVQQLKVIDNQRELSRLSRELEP
EPAC2 antag – qHTS for Antagonist of cAMP-regulated guanine nucleotide exchange factor 2 (EPAC2): primary screen; Rap guanine nucleotide exchange factor 4 (Homo sapiens), Q8WZA2; EPAC2 GEF exchange of Rap1B-BODIPY-GDP, fluorescence; Potency, µM (highest dose often 114 µM), without a hit: at the top dose activity, negative = inhibition, usual class: inhibitors; 360,000 tested, 0.18% active; note: % is set by controls: 0 for no effect and ±100 for the full control effect; nearly all actives have a fitted effect of over 45% in size; many of its hits are not listed in these tables
EPAC1 agonist – qHTS for Agonist of cAMP-regulated guanine nucleotide exchange factor 3 (EPAC1): primary screen; Rap guanine nucleotide exchange factor 3 (Homo sapiens), O95398; EPAC1 agonist qHTS, biochemical assay; response scale: 100% = response to 6.5 mM cAMP; Potency, µM (top dose mostly 154 µM), for inactives: at the top dose activation, hits mostly activators; 360,000 tested, 0.073% active; AID 720707, 2013; note: nearly all actives have a fitted effect of over 60% in size
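Multi-concentration qHTS readout: loss of Rap1B-bound BODIPY-GDP fluorescence driven by 100 nM EPAC1 with excess GDP (50 uM), monitored kinetically at room temperature; agonist response expressed relative to 6.5 mM cAMP.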
The depositor's hits bear a star; i = inactive; ? = inconclusive; . = no result given; & = joins results of further samples; [ ] = remark or other dose. Calls come from the whole dose curve; as a rule, active = well fitted curve in the direction sought with a large enough effect; inconclusive = small, poorly fitted or top-dose-only effect, or another doubt; inactive = no such curve, though single readings can be large; an effect the other way counts as inactive or inconclusive. Potency is the fitted concentration of half-maximal effect.

Start of the listing, in advance, 4 compounds:
SMILES	PTHR1 ag	EPAC2 agonist	aSyn yeast inh	TDP43 rescue	FUS suppressor	EPAC1 antagonist	EPAC2 antag	EPAC1 agonist
CC(C(=O)NC1CC1)c1ncc(C(F)(F)F)cc1Cl (configuration not stated)	i	1%	-3%	13%[9.22 µM]	-16%	-13%	6%	2%
COc1ccc(NC(=O)NC2(C(=O)N3CCCCCC3)CCCCC2)cc1	-3%[57.5 µM]	0%	-3%	-9%	20%	-10%	-16%	2%
CC(C)c1ccc(NC(=O)[C@@H](C)NC(=O)[C@@H]2Cc3ccccc3CN2)cc1	-14%	-6%	9%	8%	-17%	-4%	-11%	-2%
COc1ccc(OC)c(/C(O)=C/C(=O)C(=O)Nc2cc(C)cc(C)c2)c1	-11%	-1%	-3%	-3%	14%	6%	-15%	7%

This part in full (from the top)
SMILES	PTHR1 ag	EPAC2 agonist	aSyn yeast inh	TDP43 rescue	FUS suppressor	EPAC1 antagonist	EPAC2 antag	EPAC1 agonist
CC(C(=O)NC1CC1)c1ncc(C(F)(F)F)cc1Cl (configuration not stated)	i	1%	-3%	13%[9.22 µM]	-16%	-13%	6%	2%
COc1ccc(NC(=O)NC2(C(=O)N3CCCCCC3)CCCCC2)cc1	-3%[57.5 µM]	0%	-3%	-9%	20%	-10%	-16%	2%
CC(C)c1ccc(NC(=O)[C@@H](C)NC(=O)[C@@H]2Cc3ccccc3CN2)cc1	-14%	-6%	9%	8%	-17%	-4%	-11%	-2%
COc1ccc(OC)c(/C(O)=C/C(=O)C(=O)Nc2cc(C)cc(C)c2)c1	-11%	-1%	-3%	-3%	14%	6%	-15%	7%
COc1cc(NC(=O)CCc2c(C)nn(-c3ccc(N4CCOCC4)nn3)c2C)cc(OC)c1OC	-31%	5%	0%	-9%&6%	-8%&-10%	2%	-2%	19%
CCS(=O)(=O)N1CCC(C(=O)Nc2ccccc2OC)CC1	i	1%	0%	-5%	-11%	-21%	7%	-3%
Cn1nc(C(=O)Nc2ccc(S(=O)(=O)N3CCOCC3)cc2)c2ccccc2c1=O	-5%	7%	-1%	0%	-45%	-14%	-3%	-1%
Cc1ccc(NC(=O)C2CCCN2S(=O)(=O)c2ccc3c(c2)n(C)c(=O)c(=O)n3C)c(C)c1 (configuration not stated)	i	-6%	2%	-17%	1%	4%	6%	12%
O=[N+]([O-])c1ccc(N/N=C/c2sc(N3CCOCC3)nc2-c2ccccc2)c(S(=O)(=O)Nc2ccc(Cl)cc2)c1	-90%[inhibitor]	-1%	-6%	8%	-5%	18%	-6%	-7%
O=C(c1ccco1)N1N=C(c2ccc(Cl)cc2)CC1(O)C(F)(F)F (configuration not stated)	-8%	4%	9%	-4%	-1%	-7%	-7%	-3%
O=C1CC(NNC(=O)c2ccc(Br)cc2)C(=O)N1 (configuration not stated)	0%	1%	-1%	-5%	15%	6%	5%	-4%
CC(=O)c1ccc(NC(=O)CN2CCN(S(=O)(=O)c3ccc4ccccc4c3)CC2)cc1	-16%	0%	7%	?	?	4%	4%	8%
O=c1c2cc(Cl)ccc2[nH]c(=S)n1Cc1ccco1	-2%[57.5 µM]	-7%	1%	3%	13%	20%	7%	-7%
O=C(CCc1nnc(Cc2ccc(-c3ccccc3)cc2)o1)NCCc1cccnc1	-34%[inhibitor]	5%	0%	5%	6%	-15%	-10%	-2%
CCC(C)NS(=O)(=O)c1ccc(NC(C)=O)cc1 (configuration not stated)	i	8%	-1%	-8%	8%	-1%	2%	-2%
CCCCn1c(SCC(=O)NC2CC2)nc2cc(C(=O)OC)ccc2c1=O	i	-1%	-7%	-1%	-40%	-5%	-6%	5%
O=C(O)C1C2CCC(O2)C1C(=O)Nc1ccc(F)c(Cl)c1 (configuration not stated)	i	-4%	1%	6%	-20%	5%	6%	13%
Clc1ccc(OCc2nnc3n2N=C(c2ccc4c(c2)OCCO4)CS3)c(Cl)c1	-13%	13%	.	5%	-23%	9%	6%	3%
CCCn1c(N2CCC(Cc3ccccc3)CC2)nc2c1c(=O)[nH]c(=O)n2C	-20%	2%	17%	22µM*	35%	-12%	-10%	0%
COC(=O)C(NC(=O)CCc1nnc2ccc(N3CCC(C)CC3)nn12)C(C)C (configuration not stated)	-20%	4%	-7%	12%	7%	4%	-3%	9%
CN1CN(C)C(c2ccncc2)=C1c1ccncc1	2%	-1%	-4%	7%	-28%	-16%	26%	-8%
O=C(Cn1c(COc2ccc(Cl)cc2)nc2ccccc21)NCC(F)(F)F	i	-4%	-9%	12%	.	-6%	10%	-16%
N#Cc1nc(-c2ccccc2Cl)oc1N1CCOCC1	i	5%	-5%	?	?	-24%	-5%	11%
CC(C)CNC(=O)C1CCN(S(=O)(=O)c2ccc3c(c2)OCCO3)CC1	-17%	-6%	2%	-22%	9%	2%	0%	1%
COc1cc(NC(=O)CCN2CC(C)OC(C)C2)cc(OC)c1 (configuration not stated)	i	12%	0%	4%	9%	3%	4%	2%
Cc1nnc(SCc2nnc(-c3cccs3)o2)n1C	-29%	-3%	5%	0%	-48%	4%	11%	-1%
COc1nc(N)nc(N)c1NS(=O)(=O)c1ccc(C)cc1	i	16%	-7%	-4%	-11%	5%	3%	12%
CCOc1cccc(C(=O)Nc2cc(-c3nn4c(C)nnc4s3)ccc2C)c1	i	-4%	?	3%	-15%	-6%	4%	4%
Cc1cc(/C=C(\C#N)C(=O)NC2CCCCCC2)c(C)n1C	i	9%	8%	7%	6%	-17%	-12%	-5%
CNCc1c(C)nn(-c2ccccc2)c1C	i	8%	-4%	13%	21%	-7%	-2%	-1%
Cc1cccc(C)c1NC(=O)C1c2ccccc2OCC(=O)N1Cc1ccco1 (configuration not stated)	-5%	2%	7%	?	11%	-5%	6%	6%
C=C[C@@]1(C)CC(=O)[C@]2(O)[C@@]3(C)[C@@H](O)CCC(C)(C)[C@@H]3[C@H](O)[C@H](OC(C)=O)[C@@]2(C)O1	?	4%	3%	0%	-11%	1%	-3%	-32%[inhibitor]
Cc1ccc(NC(=O)C2Cc3ccccc3C(=O)O2)cc1 (configuration not stated)	-17%	3%	0%	13%	7%	-7%	6%	6%
O=C1NC(=O)/C(=C/c2ccccn2)S1	i	15%	-16%	-9%	16%	?	0%	3%
Cc1nn(CC(=O)N2CCN(c3cccc(C(F)(F)F)c3)CC2)c(=O)c2cccn12	-9%&-49%	4%	-1%	-13%&1%	12%&6%	9%	-4%	-9%
COc1ccc(S(=O)(=O)NCc2ccccc2)cc1	-3%	-6%	8%	1%	1%	8%	6%	3%
COc1cccc(C(=O)NCC2CCCN(C(=O)Cc3cccc(C)c3)C2)c1OC (configuration not stated)	i	1%	-2%	-2%	-21%	3%	-18%	0%
Cc1c(C(=O)Nc2ccc3c(c2)OCCO3)cnn1C	-6%	3%	1%	-5%	11%	7%	8%	-2%
COc1cc(/C=N/NC(=O)c2cccc([N+](=O)[O-])c2)ccc1OC(=O)c1ccco1	-11%	8%	-10%	15%	2%	-12%	-12%	8%
O=C1CCC[C@@H]2[C@H](Cc3ccccc3)[C@@H](O)C[C@@H]3CCN1[C@@H]32	-13%	3%	5%	17%	-31%	-14%	6%	7%
Cn1cc(C(=O)c2ccc(Cl)cc2Cl)cc1C(=O)N/N=C(\N)COc1ccc(F)cc1	-71%[inhibitor][57.5 µM]	-6%	0%	20%	?	?	-5%	11%
O=C(CCc1ccccc1)NCCc1ccc(F)cc1	i	-3%	8%	-9%	-25%	2%	7%	-1%
CCOc1cc(NC(=S)NCC(C)C)c(OCC)cc1NC(=O)c1ccco1	i	-16%	-1%	0%	.	-13%	1%	-17%
CN1C(=O)c2ccccc2C(O)c2ccccc21 (configuration not stated)	-12%	6%	-4%	-4%	10%	6%	7%	6%
O=C(O)C1C2C=CC(O2)C1C(=O)NCCC1=CCCCC1 (configuration not stated)	-1%[57.5 µM]	2%	-11%	9%	33%	-1%	-2%	-6%
CC(=O)Nc1ccc(NC2=CC(=O)c3ccccc3C2=O)cc1	-1%	1%	-13%	-15%	-4%	0%	-5%	14%
CN(Cc1ccccc1)C(=O)COC(=O)C1CCN(S(=O)(=O)c2ccc(Cl)c(C(F)(F)F)c2)CC1	-10%	-4%	1%	-6%	23%	-10%	-15%	-8%
CC(C)c1nccn1S(=O)(=O)c1cc([N+](=O)[O-])ccc1Cl	i	7%	4%	4%	.	0%	2%	5%
COc1ccc(C=NNc2ccc(S(=O)(=O)Nc3ccccc3C(=O)O)cc2[N+](=O)[O-])c(OC)c1	-11%	1%	1%	4%	22%	50µM*	-5%	3%
CC(NC(=S)NC1CCCCC1)c1ccccc1 (configuration not stated)	-49%[inhibitor]	-8%	-11%	18%	-11%	-7%	3%	-7%
(further entries)
SMILES	PTHR1 ag	EPAC2 agonist	aSyn yeast inh	TDP43 rescue	FUS suppressor	EPAC1 antagonist	EPAC2 antag	EPAC1 agonist
Cc1ccc(C)c(NC(=O)Cc2coc3cc4c(cc23)CCC4)c1	-37%[inhibitor]	1%	-2%	?	.	-11%	5%	3%
O=C(Nc1ccc(Cl)cc1)N(Cc1cccnc1)Cc1ccco1	-7%[57.5 µM]	9%	2%	19%	-5%	-3%	-11%	6%
CC(=O)N1CCc2cc(S(=O)(=O)NC(C(=O)Nc3ccc4c(c3)OCCO4)C(C)C)ccc21 (configuration not stated)	-9%[57.5 µM]	7%	-4%	-6%	32%	-12%	-6%	3%
Cc1sc(N)nc1-c1ccc(Oc2ccccc2)cc1	-31%[inhibitor]	12%	-30%[inhibitor]	-56%[inhibitor]	5%	-2%	-11%	8%
CCc1ccc(NC(=O)CSc2nc3ccccc3c(=O)n2CCN2CCOCC2)cc1	0%	-11%	0%	11%	.	-3%	-5%	-8%
CCCCCC/C(=N/O)c1ccccn1	i	0%	?	-82%[inhibitor]	8%	8%	-6%	2%
CCOC(=O)c1cnn(-c2ccccc2)c1NC(=O)C(F)(F)C(F)(F)C(F)(F)F	-6%[57.5 µM]	-3%	-17%	0%	13%	-13%	0%	-4%
Cc1cc(C)c2sc(N)nc2c1	-30%	-7%	1%	3%	12%	-17%	-1%	-4%

Some of the compounds tested; count on the stated rates, not on these rows.
